ATXN2 expr inh = inhibitors of ATXN2 expression; HEK-293 ATXN2-luciferase reporter, luminescence, 24 h; Potency, µM (highest dose often 57 µM), without a hit: top-dose activity change, negative = inhibition, usual class: inhibitors; 360,000 tested, 0.72% active; AID 1745845; also: potency is read from the fitted curve at half-maximal effect; % is scaled to controls: 0 for no effect and ±100 for the full control effect; nearly all actives have a fitted effect of over 55% in size
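ATXN2-luciferase reporter cells (luciferase flanked by upstream and downstream ATXN2 gene portions) were treated 24 h at 37 °C with compounds at up to 57 uM. SteadyGlo luminescence gave expression; GF-AFC fluorescence gave viability.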
Nrf2 activator = Nrf2 pathway activation | 410,000 tested, 0.31% active | Potency, µM (titrated, usually from 46.1 µM), for inactives: top-dose activation, most hits filed as activators | AID 624171 | AREc32 ARE-luciferase reporter (MCF7-derived line), luminescence, 24 h; also: potency is read from the fitted curve at half-maximal effect; % of control where 0% means no effect; nearly all actives have a fitted effect of over 65% in size
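Luminescent ARE reporter assay in AREc32_Fluc cells: overnight plating at 37 deg C, 24 hr compound incubation, Steady-Glo added, 30 min RT before reading.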
A549 tox = A549 cytotoxicity, counter-screen for Nrf2 inhibitors; A549 ARE-Fluc cells, CellTiter-Fluor viability, 18-24 h; Potency, µM (titrated, usually from 46 µM), inactives show at the top dose activity change, negative = cytotoxicity, hits mostly inhibitors; 390,000 tested, 0.16% active; AID 504648; also: potency is read from the fitted curve at half-maximal effect; % is scaled to controls: 0 for no effect and ±100 for the full control effect
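A549 ARE-Fluc cells in 5% FBS OPTI-MEM, 5000 cells/well, rested 2 h then exposed to compounds in concentration-response for 18-24 h at 37 °C. Viability by CellTiter-Fluor fluorescence (Ex 405/Em 525) after 30 min; luciferase luminescence (BugLite, 15 min, RT) read afterwards.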
EPAC2 ag = activates human EPAC2 exchange factor. EPAC2 activation, biochemical qHTS; response scale: 100% = 6.5 mM cAMP response. Potency, µM (series often up to 154 µM), for inactives: top-dose activation, usual class: activators. Q8WZA2. 360,000 tested, 0.079% active; also: potency is read from the fitted curve at half-maximal effect; nearly all actives have a fitted effect of over 50% in size
Target sequence (Q8WZA2 whole entry, looked up): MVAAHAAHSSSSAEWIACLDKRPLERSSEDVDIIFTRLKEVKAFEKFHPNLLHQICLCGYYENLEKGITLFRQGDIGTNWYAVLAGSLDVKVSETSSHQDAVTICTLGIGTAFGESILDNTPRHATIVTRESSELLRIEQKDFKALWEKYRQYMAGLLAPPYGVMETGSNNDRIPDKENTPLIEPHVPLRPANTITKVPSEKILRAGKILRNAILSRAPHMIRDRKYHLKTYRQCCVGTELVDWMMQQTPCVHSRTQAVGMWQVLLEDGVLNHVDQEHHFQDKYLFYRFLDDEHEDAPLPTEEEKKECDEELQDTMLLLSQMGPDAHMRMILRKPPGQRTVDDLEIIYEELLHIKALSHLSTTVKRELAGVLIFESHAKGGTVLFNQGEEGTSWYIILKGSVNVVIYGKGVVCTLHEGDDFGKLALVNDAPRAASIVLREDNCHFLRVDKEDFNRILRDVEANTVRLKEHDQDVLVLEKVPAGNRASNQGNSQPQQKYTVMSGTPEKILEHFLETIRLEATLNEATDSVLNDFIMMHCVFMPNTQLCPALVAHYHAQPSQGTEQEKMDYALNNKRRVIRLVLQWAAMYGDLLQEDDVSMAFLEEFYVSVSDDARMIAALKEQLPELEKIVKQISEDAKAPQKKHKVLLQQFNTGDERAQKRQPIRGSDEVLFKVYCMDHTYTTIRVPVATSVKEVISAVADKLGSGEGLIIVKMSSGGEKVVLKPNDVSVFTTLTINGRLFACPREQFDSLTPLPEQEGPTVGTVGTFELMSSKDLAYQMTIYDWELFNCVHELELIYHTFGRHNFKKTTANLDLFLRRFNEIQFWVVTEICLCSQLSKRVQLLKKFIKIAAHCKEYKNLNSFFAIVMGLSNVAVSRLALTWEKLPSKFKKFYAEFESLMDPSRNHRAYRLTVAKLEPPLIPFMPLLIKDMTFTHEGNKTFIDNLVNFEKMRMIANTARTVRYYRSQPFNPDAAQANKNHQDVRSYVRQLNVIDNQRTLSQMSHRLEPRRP
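Readout is BODIPY fluorescence (480 nm excitation, 540 nm emission), which falls as labeled GDP is exchanged off Rap1B. EPAC2 at 100 nM acted on 250 nM RAP1B-BODIPY-GDP with 50 uM GDP present.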
Nrf2 inh = blocks Nrf2 signaling; AID 504444; 360,000 tested, 2.1% active; Potency, µM (highest dose often 46 µM), inactives show at the top dose activity change, negative = inhibition, hits mostly inhibitors; A549 ARE-Fluc reporter, luciferase luminescence, 18-24 h; also: potency is read from the fitted curve at half-maximal effect; % is scaled to controls: 0 for no effect and ±100 for the full control effect; nearly all actives have a fitted effect of over 60% in size
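Cells were seeded and rested 2 h, then exposed to compounds for 18-24 h. CellTiter-Fluor was read first as a viability measure. BugLite was added 15 min before the final luminescent read of ARE-luciferase activity in A549 cells.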
TGFb inhibitor = blocks TGF-b signaling; HepG2 CAGA-GFP TGF-b/SMAD3 reporter, GFP fluorescence, 18 h; TGF-beta stimulated, 500 pg/mL final; Potency, µM (doses to about 46.1 µM), for inactives: top-dose activity, negative = inhibition, actives largely listed as inhibitors; 410,000 tested, 1.2% active; AID 588855; also: potency is read from the fitted curve at half-maximal effect; % is scaled to controls: 0 for no effect and ±100 for the full control effect; nearly all actives have a fitted effect of over 65% in size
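Smad-responsive CAGA-GFP expression was quantified in HEPG2 cells exposed to compounds and 500 pg/mL final TGF-beta for 18 h at 37 degrees C; unstimulated wells defined full inhibition.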
IL2 activator = IL-2 activation; IL-2 activation reporter assay, cell-based qHTS; stimulated with anti-CD3/CD4/CD28 beads; in transgenic mouse T cells; activation, % (series mostly up to about 46 µM); 360,000 tested, 0.065% active; in the data active = activation above about 50%; inconclusive = mostly about 30% to 49%; also: 0% is about no effect
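Unstimulated transgenic mouse T cells; 60-min compound exposure; bead-based TCR/CD4/CD28 stimulation; 18 h culture, 37 degrees C; dual fluorescence (EGFP, DsRed) plate cytometry.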
HepG2 tox = HepG2 cytotoxicity, counter-screen for TGF-b inhibitors | AID 588856 | HepG2 CAGA-GFP viability, ATP luminescence, 18 h | Potency, µM (top dose mostly 46.1 µM), for inactives: top-dose activity change, negative = cytotoxicity, usual class: cytotoxic | 410,000 tested, 0.76% active; also: potency is read from the fitted curve at half-maximal effect; some results filed as inactive show a strong effect at the top dose
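HepG2 CAGA-GFP cells (1000/well, DMEM with 1% FBS) received compound, then TGF-beta at 500 pg/mL final, and were incubated 18 hours at 37 degrees C. Viability was read by CellTiter-Glo luminescence. Media-only wells were set as complete cell-killing and DMSO as no toxicity.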
ATXN viability = reduces viability in counter-screen for ATXN expression inhibitors. S2 cells (HEK-293 line with an ATXN2-luciferase reporter) viability, CellTiter-Fluor protease fluorescence, 24 h. Potency, µM (top dose mostly 56.7 µM), actives largely listed as cytotoxic. 400,000 tested, 0.49% active. AID 651635; also: potency is read from the fitted curve at half-maximal effect; nearly all actives have a fitted effect of over 40% in size
Active calls of the source: *; i = inactive; u = inconclusive; x = no result given; [ ] = dose if it differs, or a comment. Unless noted, calls follow the shape of the dose curve; as a rule, active = well fitted curve in the direction sought with a large enough effect; inconclusive = small, poorly fitted or top-dose-only effect, or another doubt; inactive = no such curve, though single readings can be large; an effect the other way counts as inactive or inconclusive.

1. COc1ccc(OC)c(NS(=O)(=O)c2ccc(SC)cc2)c1
2. CCOC(=O)c1cc(OC(=O)c2cc(OC)c(OC)c(OC)c2)n(-c2ccccc2)n1
3. O=C(O)c1cc(-c2ccccc2)n(-c2ccccc2C(=O)O)n1
4. OC(COc1ccc(Br)cc1)CN1CCC(Cc2ccccc2)CC1 (stereo not given)
5. C#CCOCCOCCOCCNc1nc(N2CCN(C(=O)CCCCCCCCCCNC(=O)Cn3cc(CCCCCN)nn3)CC2)nc(N2CCN(C(=O)CCCCCCCCCCNC(=O)[C@@H](CCSC)n3cc(CCO)nn3)CC2)n1
6. CC(C)(C)n1nnnc1CN1C2CCC1CC(NC(=O)Nc1ccccc1)C2 (stereo not given)
7. Cc1cccc(C)c1-n1nnnc1SCc1nc(N)nc(N(C)C)n1
8. O=C(NC(Cc1ccccc1)C(=O)NCCc1ccccn1)c1ccccc1 (stereo not given)

screen / no.,1,2,3,4,5,6,7,8
ATXN2 expr inh,-24%,2%,-25%,-35%,u,38%[activator],-16%,-14%
Nrf2 activator,-0.3%,-0.8%,2.9%,4.0%,-3.5%,-0.3%,-0.1%,0.2%
A549 tox,-16%,1%,0%,-22%,u,-4%,x,-8%
EPAC2 ag,19%,x,6%,9%,u,-11%,8%,9%
Nrf2 inh,-22%,9%,13%,-2%,u,8%,x,6%
TGFb inhibitor,-3%,-5%,-4%,-5%,u,-1%,5.6µM*,u
IL2 activator,0.0,x,-1.3,-4.5,0.1,-0.1,0.3,-3.8
HepG2 tox,1%,-6%,5%,-28%,-26%,4%,-61%,-24%
ATXN viability,i,i,i,u,u,i,i,i

9. O=C(Nc1ccc(S(=O)(=O)N2CCOCC2)cc1)c1cccc([N+](=O)[O-])c1
10. CSc1ccc(S(=O)(=O)NCC(=O)OCC(=O)N(C)CC(=O)Nc2ccccc2Cl)cc1[N+](=O)[O-]
11. CC1=C(C(=O)Nc2cc(Cl)ccc2C)C(c2sccc2C)n2ncnc2N1 (stereo not given)
12. CCOc1ccc(C(=O)NC(=S)Nc2ccc(NC(=O)C(C)C)cc2)cc1[N+](=O)[O-]
13. O=C(/C=C/c1cn(-c2ccccc2)nc1-c1cccnc1)c1ccco1
14. CC(C)Cn1nc(-c2ccccc2)c2ccccc2c1=O
15. CC(C)Oc1ccc(C(CC(=O)NCc2ccco2)c2ccccc2)cc1 (stereo not given)
16. COc1ccc(NC(=O)CN(C)C(=O)c2cc(S(=O)(=O)N3CCCCCC3)ccc2OC)cc1

screen / no.,9,10,11,12,13,14,15,16
ATXN2 expr inh,-12%,-2%,7%,-4%,u,-8%,1%,-14%
Nrf2 activator,3.8%,0.0%,-0.2%,-0.4%,-2.5%,0.3%,2.7%,-0.4%
A549 tox,5%,-5%,-2%,5%,-5%,0%,u,0%
EPAC2 ag,3%,-6%,x,-8%,9%,0%,11%,8%
Nrf2 inh,-7%,19%,x,-5%,u,12%,u,-2%
TGFb inhibitor,-10%,-8%,u,25%,u,0%,-2%,-20%
IL2 activator,0.2,-0.2,x,-3.0,-0.8,-2.0,-1.8,-0.5
HepG2 tox,28%,-4%,-26%,-2%,-28%,4%,-23%,-23%
ATXN viability,i,i,i,i,u,i,i,i

17. CCCc1cc(Nc2ccc(C)cc2)n2ncnc2n1
18. S=C(Nc1cccnc1)N1CCCCC1
19. CC1(C)CC[C@]2(C(=O)O[C@@H]3O[C@H](CO)[C@@H](O)[C@H](O)[C@H]3O)CC[C@]3(C)C(=CCC4[C@@]5(C)CC[C@H](O[C@@H]6O[C@H](C(=O)O)[C@@H](O[C@H]7OC[C@@H](O)[C@@H](O)[C@@H]7O)[C@H](O)[C@H]6O)C(C)(C)C5CC[C@]43C)[C@@H]2C1 (stereo not given in full)
20. C/C(=N\Nc1nc2ccccc2[nH]1)c1ccc2c(c1)OCO2
21. CCOC(=O)c1c(NC(=O)C2CCCO2)sc(C)c1C (stereo not given)
22. CCOc1ccc(S(=O)(=O)NCCC(=O)NCc2ccccn2)cc1
23. CC(C)Cn1c(-c2ccc(S(=O)(=O)N3CCCC3)cc2)csc1=Nc1ccccc1
24. COc1ccc2[nH]cc(CCNC(=O)c3ccc([N+](=O)[O-])cc3)c2c1

screen / no.,17,18,19,20,21,22,23,24
ATXN2 expr inh,-16%,-1%,9%,u,3%,-14%,-24%,-5%
Nrf2 activator,4.1%,-0.4%,-0.2%,11%,2.3%,0.4%,1.2%,-0.6%
A549 tox,3%,6%,-2%,5%,2%,5%,4%,-8%
EPAC2 ag,5%,2%,1%,14%,-2%,-1%,x,11%
Nrf2 inh,u,11%,14%,-6%,-14%,-16%,16µM*,-26%
TGFb inhibitor,-22%,9%,23%,u,1%,-4%,-22%,14%
IL2 activator,-0.5,0.2,0.6,-1.0,2.9,-4.0,x,0.5
HepG2 tox,-1%,-1%,-9%,-28%,-5%,-8%,-5%,-33%
ATXN viability,i,i,i,i,i,i,i,i

25. Cc1ccc(C(=O)Nc2ncnc3sc4c(c23)CCCCC4)cc1
26. COc1ccc(NC(=O)c2cc(C(C)=O)n3ccccc23)cc1
27. COc1ccc(NS(=O)(=O)c2cc3c4c(c2)C(C)C(=O)N4CCC3)cc1 (stereo not given)
28. O=C(CSc1nc(=O)n(Cc2ccccn2)c2c1CCC2)Nc1ccccc1
29. O=C1CC(c2ccco2)CC(O)=C1C=Nc1cc(Cl)ccc1Cl (stereo not given)
30. CN(C)/C=C/C(=C\C(=O)C(F)(F)F)Nc1ccc(C(F)(F)F)cc1
31. C[C@@H](NC(=O)[C@@H]1CCCN1C(=O)[C@@H]1CCCN1C(=O)c1cccs1)c1ccccc1
32. COc1ccc(-c2nc3ncccc3o2)cc1NC(=O)c1ccco1

screen / no.,25,26,27,28,29,30,31,32
ATXN2 expr inh,-13%,x,3%,x,-6%,8%,-2%,23%
Nrf2 activator,0.0%,u,-0.3%,3.2%,3.3%,4.4%,-0.4%,5.3%
A549 tox,-5%,u,3%,1%,-7%,-2%,x,-14%
EPAC2 ag,18%,x,-3%,x,-1%,0%,1%,6%
Nrf2 inh,u,u,-4%,26µM*,-13%,-18%,x,u
TGFb inhibitor,0%,-1%,7%,u,1%,u,x,-7%
IL2 activator,0.2,x,-3.4,x,0.4,0.7,0.4,0.1
HepG2 tox,-28%,-29%,3%,-17%,4%,-40%,x,3%
ATXN viability,i,x,i,x,i,u,i,i

33. CC(C)OCCCN(C)C1CCN(S(=O)(=O)c2ccc(-c3cc(C(F)(F)F)no3)s2)CC1
34. COc1ccc(NC(=O)c2csc(C)c2)cc1OC
35. O=C(NC(C(=O)N/N=C/c1c2ccccc2cc2ccccc12)c1n[nH]c(=O)c2ccccc12)c1ccccc1 (stereo not given)
36. COc1ccc(CN=C2NN=C(c3ccccc3)CS2)cc1
37. CCCCc1nc(SCC(=O)Nc2cccc(Cl)c2)n[nH]1
38. CCn1cc(Br)c(C(=O)Nc2cccc(SC)c2)n1
39. O=C(Cn1c(=O)n(-c2ccc(Cl)cc2)c(=O)c2sc3ccccc3c21)NC1CCCC1
40. CN1CC(=O)N(C)c2nc(Br)n(C)c2C1=O

screen / no.,33,34,35,36,37,38,39,40
ATXN2 expr inh,97%[activator],9%,0%,12%,7%,29%,10%,-2%
Nrf2 activator,-0.3%,9.2%,3.5%,17%,0.1%,4.0%,0.5%,-0.1%
A549 tox,-17%,0%,-16%,-2%,8%,0%,1%,-4%
EPAC2 ag,-17%,1%,-20%,6%,-5%,20%,x,4%
Nrf2 inh,u,28%,u,u,7%,u,6%,-1%
TGFb inhibitor,-21%,12%,u,-23%,6%,-7%,29%,0%
IL2 activator,-1.4,-3.1,-0.7,-0.1,-0.5,-0.4,x,-1.3
HepG2 tox,-10%,8%,-43%,-16%,-2%,-27%,-45%,6%
ATXN viability,x,i,i,i,i,i,i,i

In the list so far, six have an aryl thioether with sulfur outside any ring:
1. COc1ccc(OC)c(NS(=O)(=O)c2ccc(SC)cc2)c1
7. Cc1cccc(C)c1-n1nnnc1SCc1nc(N)nc(N(C)C)n1
10. CSc1ccc(S(=O)(=O)NCC(=O)OCC(=O)N(C)CC(=O)Nc2ccccc2Cl)cc1[N+](=O)[O-]
28. O=C(CSc1nc(=O)n(Cc2ccccn2)c2c1CCC2)Nc1ccccc1
37. CCCCc1nc(SCC(=O)Nc2cccc(Cl)c2)n[nH]1
38. CCn1cc(Br)c(C(=O)Nc2cccc(SC)c2)n1

screen / no.,1,7,10,28,37,38
ATXN2 expr inh,-24%,-16%,-2%,x,7%,29%
Nrf2 activator,-0.3%,-0.1%,0.0%,3.2%,0.1%,4.0%
A549 tox,-16%,x,-5%,1%,8%,0%
EPAC2 ag,19%,8%,-6%,x,-5%,20%
Nrf2 inh,-22%,x,19%,26µM*,7%,u
TGFb inhibitor,-3%,5.6µM*,-8%,u,6%,-7%
IL2 activator,0.0,0.3,-0.2,x,-0.5,-0.4
HepG2 tox,1%,-61%,-4%,-17%,-2%,-27%
ATXN viability,i,i,i,x,i,i

High-throughput results as filed in PubChem BioAssay.
